High-throughput results from PubChem.
GLP-1R agonist = activates the human GLP-1 receptor; HEK293 GLP-1R CRE-luciferase, luminescence, 4-6 h; cells express a hypersensitive GLP-1R form; Potency, µM (top dose mostly 45.6 µM), for the others: at the highest dose activation, hits mostly activators; 380,000 compounds, 0.007% hits; P43220; further: potency means the concentration at half of the fitted maximal effect; % of control where 0% means no effect
Target sequence (P43220 whole entry, looked up): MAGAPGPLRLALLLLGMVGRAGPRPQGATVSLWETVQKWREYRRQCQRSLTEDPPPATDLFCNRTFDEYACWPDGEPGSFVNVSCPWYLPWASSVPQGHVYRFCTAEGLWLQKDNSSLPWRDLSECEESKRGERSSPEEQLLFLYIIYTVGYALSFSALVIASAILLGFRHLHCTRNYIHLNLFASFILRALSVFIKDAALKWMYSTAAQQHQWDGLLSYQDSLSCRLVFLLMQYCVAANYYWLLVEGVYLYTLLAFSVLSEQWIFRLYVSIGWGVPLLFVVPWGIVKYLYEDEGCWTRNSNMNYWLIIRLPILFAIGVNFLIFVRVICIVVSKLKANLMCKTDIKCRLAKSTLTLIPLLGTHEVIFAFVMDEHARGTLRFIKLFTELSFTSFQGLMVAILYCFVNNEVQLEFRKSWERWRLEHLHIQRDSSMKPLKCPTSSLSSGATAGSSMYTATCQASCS
WRN helicase inh = WRN helicase (human) inhibition. WRN helicase unwinding, fluorescent forked duplex, kinetic. 360,000 compounds, 0.46% hits. Potency, µM (top dose mostly 114 µM), for the others: top-dose activity change, negative = inhibition, most hits filed as inhibitors. Q14191. AID 651768; further: potency means the concentration at half of the fitted maximal effect; on the % scale 0 is the no-effect control and ±100 the full control effect; nearly all actives have a fitted effect of over 55% in size
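Screening of the MLSMR collection measured strand separation of a quenched forked DNA duplex (100 nM) by 20 nM WRN with 2 mM ATP, all final. Compounds were preincubated with enzyme 15 min at room temperature.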
GLP1R inv ag = GLP-1 receptor (human) inverse agonism; P43220; HEK293 GLP-1R CRE-luciferase, luminescence, 24 h; GLP-1R form is constitutively active; Potency, µM (series often up to 38.3 µM), without a hit: top-dose activity change, negative = inhibition, hits mostly inhibitors; 410,000 compounds, 1.6% hits; AID 624417; further: potency means the concentration at half of the fitted maximal effect; on the % scale 0 is the no-effect control and ±100 the full control effect; nearly all actives have a fitted effect of over 55% in size
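Cells are plated, allowed 12 hours at 37 deg C, then treated with compounds for 24 hr before luciferase detection reagent is added and luminescence is read after 12 min at room temperature. The HEK293 line carries constitutively active GLP-1R with a cAMP-responsive reporter.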
DRD3 agonist = activates the human D3 dopamine receptor | D3R DiscoveRx beta-arrestin cells, luminescence, 90 min | max activation, % | 410,000 compounds, 0.58% hits | AID 652048; in the data active means max activation above about 30%; further: 0% is about no effect; mostly tested at two doses, the higher about 12 µM
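Agonist mode: compounds and dopamine controls were applied to plated cells for 90 min at 37 degrees C after an overnight attachment at 1500 cells/well. Luminescent read-out followed 30 - 60 minutes at room temperature with DiscoveRx detection reagent.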
PI5P4Ka inh = blocks human PI5P4K alpha kinase activity. PI5P4Kalpha enzyme, ADP-Glo luminescence, 60 min; stronger effect = lower value. AID 652105. P48426. max response, %. 330,000 compounds, 1.2% hits; active means max response of -50% or lower; inconclusive means between -30% and -50%; inactive means -30% or higher; further: value at the top dose of about 77 µM; on the % scale 0 is the no-effect control and ±100 the full control effect
Target sequence (P48426 whole entry, looked up): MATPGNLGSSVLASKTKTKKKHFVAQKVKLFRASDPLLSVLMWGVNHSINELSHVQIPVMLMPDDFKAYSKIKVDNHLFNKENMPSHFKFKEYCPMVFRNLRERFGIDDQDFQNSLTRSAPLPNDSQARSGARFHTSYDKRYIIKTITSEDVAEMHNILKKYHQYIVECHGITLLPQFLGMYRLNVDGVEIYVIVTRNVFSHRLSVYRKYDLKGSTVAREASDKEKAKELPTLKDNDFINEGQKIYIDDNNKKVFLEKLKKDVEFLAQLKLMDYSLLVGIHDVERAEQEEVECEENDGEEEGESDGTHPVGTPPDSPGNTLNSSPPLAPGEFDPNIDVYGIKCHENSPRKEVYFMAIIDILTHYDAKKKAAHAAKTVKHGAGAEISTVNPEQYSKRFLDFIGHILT
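ADP-Glo luminescence end-point after a 60 min room-temperature kinase reaction. PI5P4Kalpha and substrate in HEPES pH 7.4 buffer with EGTA, 0.1% CHAPS and 5% DMSO; ATP at 5 microM final.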
PLK1 PBD block = PLK1 (human) polo-box domain binding inhibition; P53350; Plk1 PBD binding of FITC phosphopeptide, fluorescence polarization; Potency, µM, without a hit: max response, negative = inhibition, hits mostly inhibitors; 360,000 compounds, 2.8% hits; AID 720504; further: potency means the concentration at half of the fitted maximal effect; series mostly up to about 57 µM; on the % scale 0 is the no-effect control and ±100 the full control effect; nearly all actives have a fitted effect of over 65% in size
IL-2 act = activates IL-2 in a cell-based reporter assay. IL-2 activation reporter assay, cell-based qHTS; stimulated with anti-CD3/CD4/CD28 beads; in transgenic mouse T cells. activation, % (series mostly up to about 46 µM). 360,000 compounds, 0.065% hits. AID 652025; in the data active means activation above about 50%; inconclusive means mostly about 30% to 49%; further: 0% is about no effect
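Readout is EGFP and DsRed signal by fluorescent plate cytometry after 18 h at 37 degrees C. Transgenic mouse T cells (750/well) received compound for 60 min before bead stimulation (anti-CD3, anti-CD4, anti-CD28); memory T cells served as non-tolerant control.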
D3 antag = antagonists of human D3 dopamine receptor. P35462. D3R cells, DiscoveRx beta-arrestin luminescence, antagonist mode; stronger effect = lower value. 360,000 compounds, 2.5% hits. max response, negative = inhibition, %; in the data active means max response below about -50%; inconclusive means no clear call, values can overlap the other calls; further: on the % scale 0 is the no-effect control and ±100 the full control effect; mostly tested at two doses, the higher about 12 µM
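Cells expressing the human receptor were seeded at 1500 cells/well, incubated overnight at 37 degrees C in 5% CO2, then exposed to library compounds with dopamine controls for 90 minutes at 37 degrees C before luminescent detection.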
HEK293 tox = cytotoxicity counter-screen for GLP-1 receptor inverse agonists; HEK293 cAMP-luciferase reporter cells, luminescence, 24 h; Potency, µM (top dose mostly 38.3 µM), for inactives: at the top dose activity change, negative = inhibition, actives largely listed as inhibitors; 410,000 compounds, 0.13% hits;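 further: loss of luciferase light is scored as toxicity; potency means the concentration at half of the fitted maximal effect; on the % scale 0 is the no-effect control and ±100 the full control effect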
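A 23 nL compound transfer followed 12 hours of cell culture at 37 deg C; exposure then lasted 24 hr. Luciferase assay detection reagent was dispensed and plates read for luminescence after a 12 min room-temperature wait.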
Numbers without * were called inactive; ? = inconclusive; . = no result given; & = joins results of further samples; [ ] = another dose, or the depositor's remark. Unless noted, the call rests on the fitted dose curve; in most records, active means well fitted curve in the direction sought with a large enough effect; inconclusive means small, poorly fitted or top-dose-only effect, or another doubt; inactive means no such curve, though single readings can be large; an effect the other way counts as inactive or inconclusive.

A first look (2 entries):
SMILES | GLP-1R agonist | WRN helicase inh | GLP1R inv ag | DRD3 agonist | PI5P4Ka inh | PLK1 PBD block | IL-2 act | D3 antag | HEK293 tox
CCCCCCC(CC(=O)NCc1cccnc1)CC(=O)NCc1cccnc1 | -5.7% | 6.1% | -6.0% | 3.0 | -0.1 | 10.4% | 0.3 | 0.7 | 0.5%
COc1ccc(C(=O)Nc2nnc(S(=O)(=O)Cc3ccc(F)cc3)s2)cc1 | -2.0% | 1.3% | 31.6%[activator] | -1.7 | -3.0 | -21.2% | -0.6 | -2.8 | -18.1%

Results, repeating the preview:
SMILES | GLP-1R agonist | WRN helicase inh | GLP1R inv ag | DRD3 agonist | PI5P4Ka inh | PLK1 PBD block | IL-2 act | D3 antag | HEK293 tox
CCCCCCC(CC(=O)NCc1cccnc1)CC(=O)NCc1cccnc1 | -5.7% | 6.1% | -6.0% | 3.0 | -0.1 | 10.4% | 0.3 | 0.7 | 0.5%
COc1ccc(C(=O)Nc2nnc(S(=O)(=O)Cc3ccc(F)cc3)s2)cc1 | -2.0% | 1.3% | 31.6%[activator] | -1.7 | -3.0 | -21.2% | -0.6 | -2.8 | -18.1%
CCOC(=O)N1CCN(C(=O)c2nn(-c3ccc(C)cc3)c(=O)c3c2c2ccccc2n3C)CC1 | -4.7% | 1.2%[57.1 µM] | -23.3% | -4.9 | 2.2 | -10.4% | -2.0 | -7.9 | 2.6%
CC(=O)N(c1ccccc1)C1CC(C)N(C(=O)c2ccccc2)c2ccccc21 (centres undefined) | -1.3% | -1.7% | 8.6% | -3.2 | 6.8 | -0.9% | -0.6 | 5.2 | 6.2%
COC(=O)c1cc(NC(=O)CC(=O)c2cccc(N)c2)cc(C(=O)OC)c1 | 1.4% | -2.6% | ? | 5.5 | -3.0 | -5.6% | -3.1 | -14.4 | -15.3%
COC(=O)c1sccc1NC(=O)c1c(C)noc1C | -1.3% | -8.6% | 0.0% | 1.2 | . | -10.1% | 0.1 | 18.2 | 2.4%
O=C(CSc1nnc(-c2ccc(OC(F)F)cc2)o1)N1CCOCC1 | -7.1% | -4.6% | 27.5% | 9.8 | . | -1.4% | 3.2 | 21.3 | 0.6%
CC(=O)OC(C(=O)NCc1ccc2c(c1)OCO2)c1ccccc1Cl (centres undefined) | -6.8% | -0.6% | -5.0% | 0.0 | -3.1 | -2.3% | 0.4 | 15.5 | -5.3%
CC(=O)n1cc([C@H]2C=C(C(=O)O)O[C@@H](OCCCCO)C2)c2ccccc21 | -4.1% | 5.7% | 1.9% | -5.3 | -3.3 | -6.3% | -0.2 | 2.4 | 5.2%
Cc1ccccc1NC1=C/C(=N\S(=O)(=O)c2cccs2)c2ccccc2C1=O | -23.4% | -11.6%[57.1 µM] | -15.2% | -19.4 | -13.7 | 18.9µM* | -5.8 | -111.8* | ?
S=C(Nc1ccccc1Oc1ccccc1)Nc1cccc(Cl)c1Cl | 13.4% | -7.3% | ? | 0.4 | -5.8 | -20.4% | 1.1 | -16.3 | -16.7%
C/C(=N\NC(=O)c1cccs1)c1ccc2c(c1)OCO2 | 18.0% | 1.0% | 71.6%[activator] | -6.8 | 0.6 | 1.5% | 1.2 | 5.7 | -4.4%
COc1ccc(CNC(=O)CCS(=O)(=O)c2ccc3c(c2)oc(=O)n3C)cc1 | -0.9% | 4.9% | 4.4%&13.4% | -6.8&6.5 | 1.9 | -11.3% | -0.3 | -6.0 | 3.3%&-9.4%
Cc1cc(C2=NNC(=NC3CC3)SC2)c(C)n1-c1ccccc1 | -3.9% | 12.6% | ? | -1.9 | -11.8 | -23.6% | -1.4 | -15.0 | ?
Cc1cc(=O)[nH]c2sc(C(=O)N3c4ccccc4CC3C)c(N)c12 (centres undefined) | 0.3% | ? | 0.2% | 0.6 | -12.5 | -7.6% | -0.6 | 17.6 | 19.8%
Cc1ccc(-c2ccnc3c(Cl)c(C)nn23)cc1 | 8.3% | -3.7% | -5.2% | 28.6 | 5.8 | -5.2% | -0.2 | 0.0 | 27.5%
CC1(C(=O)NS(=O)(=O)c2ccccc2Cl)CCN1C(=O)CC1CCCC1 (centres undefined) | -2.5% | 1.0% | 9.8% | 0.1 | 4.9 | -4.1% | 1.8 | -0.4 | -1.0%
CCOC(=O)c1c(SC)nc(SC)c2c1CCC2 | -2.8% | 5.1% | 7.4% | 2.7 | 11.9 | -0.3% | 0.2 | -1.1 | 1.5%
N#Cc1c(Cl)cccc1-n1ccnc1 | 30.1% | -5.8% | 6.2% | 0.5 | . | -3.3% | -0.8 | -6.6 | 4.5%
NS(=O)(=O)c1ccc(CNC(=O)c2cc(-c3cccnc3)nc3ccc(Cl)cc23)cc1 | 4.5% | -15.5% | -10.3% | -3.9 | -8.6 | -6.2% | -0.2 | 7.7 | -28.3%
CC1(c2nnnn2-c2ccc3c(c2)OCCO3)CCC(=O)N1CCCN1CCOCC1 (centres undefined) | -0.7% | 0.9% | 3.1% | -3.9 | -5.4 | 1.9% | 0.3 | -4.2 | 3.9%
CC(=O)c1cccc(OCC(=O)N2CCN(c3ccc(C(F)(F)F)cn3)CC2)c1 | -2.8% | -5.9% | ? | 1.4 | 6.3 | -7.0% | -0.1 | 4.9 | 3.0%
Cn1c(=O)c2c(nc(NCc3ccccc3)n2CCCc2ccccc2)n(C)c1=O | 4.0% | 2.1% | ? | 6.1 | 0.0 | -1.9% | -0.1 | 22.6 | -15.3%
COc1ccc(C(=O)OCc2csc(C)n2)c(O)c1 | -1.1% | -1.0% | 6.2%[0.307 µM] | -3.7 | 3.6 | -3.9% | -0.2 | 16.5 | -0.5%[0.307 µM]
O=C(Nc1ccc2c(c1)CCCN2C(=O)c1ccccc1)c1ccccc1Br | 12.9% | -4.2% | ? | 5.4 | 0.7 | -5.1% | -0.5 | 3.5 | ?
CC1=NN(C(=O)Cc2ccc(C)cc2)C(O)(c2cccnc2)C1 (centres undefined) | -6.2% | -3.5% | -31.7% | 2.7 | 1.5 | 23.8µM* | 2.8 | -4.1 | -21.4%
Cc1nn(CC(=O)N(C)C2CCC(C)CC2)c(C)c1S(=O)(=O)N(C)C (centres undefined) | 8.3% | 9.2% | 4.6% | 2.8 | 8.2 | -8.1% | -0.5 | 4.4 | -5.8%
COc1ccc(CNC(=O)COC(=O)CNC(=O)c2sc3ccccc3c2Cl)cc1OC | 10.9% | -2.9% | 2.7% | 8.7 | 7.0 | -2.2% | -0.5 | 3.6 | -2.9%
O=C(NC1CCCCC1)c1cccc(OCc2ccccc2)c1 | 6.4% | 4.0% | ? | -6.9 | 3.3 | -12.1% | -3.9 | -8.0 | -5.8%
CC1=NC(C)(C)CC2CCC(O)C12 (centres undefined) | -7.9% | -21.9% | 12.0% | 0.6 | -3.0 | -2.3% | -2.3 | 14.1 | 5.6%
COc1ccccc1C(=O)Nc1nc2ccccc2s1 | -17.6% | 2.1% | -82.3% | -0.4 | ? | -1.5% | -0.1 | 63.0 | 1.3%
Cc1cc(C(=O)NNC(=O)Cc2ccc(Cl)cc2)c(C)o1 | 1.8% | -12.2% | -25.8% | -5.6 | -8.3 | -6.3% | 4.4 | 0.0 | -3.0%
COc1ccc(NC(=O)CN(C)C(=O)CN2C(=O)c3ccc([N+](=O)[O-])cc3C2=O)cc1 | -11.0% | -7.5% | 3.3% | -2.0 | -12.5 | -0.5% | -1.7 | 0.2 | 6.9%
O=C(NCC1CCCO1)C(c1ccncc1)N(Cc1cccs1)C(=O)Cn1nnc(-c2ccc(F)cc2)n1 (centres undefined) | 8.0% | 3.7% | 0.4% | -1.7 | 1.9 | -8.6% | -1.8 | 10.8 | 5.8%
Cc1nc(-c2ccc(S(=O)(=O)NCc3ccc(OC(C)C)cc3)cc2)co1 | 10.1% | . | -11.7% | 2.8 | . | . | . | . | -5.1%
CC(O)CNCCOc1ccccc1OCc1ccccc1 (centres undefined) | -1.5% | -10.7% | ? | -15.1 | 2.8 | -13.2% | 0.4 | -79.7* | -7.7%
Cc1ccc(S(=O)(=O)NCC(c2ccco2)S(=O)(=O)c2ccccc2)cc1 (centres undefined) | 13.5% | -2.8% | ? | -2.6 | -7.7 | -0.2% | -1.0 | -19.4 | -16.9%
Cc1noc(NS(=O)(=O)c2ccc(NC(=O)COc3ccc(C#N)cc3)cc2)c1C | -2.5% | -19.0% | 0.5% | 1.8 | -8.5 | -13.7% | -0.3 | -0.6 | -1.8%
Cc1cccc(C(=O)OCC(=O)c2c(N)n(CC(C)C)c(=O)n(C)c2=O)c1[N+](=O)[O-] | 6.1% | -8.3% | ? | 19.4 | 12.3 | 1.0% | -2.2 | 18.4 | -8.3%
CCc1cccc(OCC2Cn3c(nc4c3c(=O)[nH]c(=O)n4C)O2)c1 (centres undefined) | -4.0% | -3.1% | 9.1% | 8.8 | -0.3 | 1.3% | -0.8 | 13.3 | 2.4%
CC(C)CC1C(=O)N(Cc2cn(Cc3ccco3)nn2)CCS(=O)(=O)N1Cc1ccc(-c2ccc(F)nc2)cc1 (centres undefined) | -4.7% | -7.2% | ? | -1.1 | -17.7 | -5.7% | -2.8 | 1.4 | -20.9%
CCC(CC)C(=O)Nc1nc(-c2ccc3c(c2)CCN3C(=O)C2CC2)c(C)s1 | -12.1% | -2.8% | ? | 0.3 | 1.3 | -6.1% | -0.7 | -2.2 | 5.7%
O=C(NCCOc1nc(N2CCOCC2)nc(N2CCOCC2)n1)Nc1ccccc1 | 2.3% | 0.0% | 45.4%[activator] | -1.8 | 1.0 | -12.0% | -1.2 | 17.6 | 20.1%
COc1cccc(-c2cc(C(=O)N3CC4(C)CC3CC(C)(C)C4)no2)c1 (centres undefined) | 9.5% | -3.7% | 0.0% | 1.6 | . | -5.1% | -2.0 | 23.2 | -2.6%
O=C(NC(=S)N1CCN(c2ccc(Cl)cc2[N+](=O)[O-])CC1)c1cccs1 | -22.2% | -8.3% | 10µM* | -14.7 | 5.5 | -7.9% | 0.2 | -22.4 | 5.62µM*
